From PubChem BioAssay
RXFP1 antag: antagonists of human relaxin receptor RXFP1; HEK293-RXFP1, relaxin-stimulated cAMP HTRF, 30 min; stronger effect = lower value; activity change, negative = inhibition, % at 57.5 µM; hit rate 0.59% among 350,000; AID 1259400;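 active = activity change of -60% or lower, but not beyond a set lower limit; inconclusive = change between -60% and -40%, or beyond the set limit; inactive = change above -40%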; also: % is scaled to controls: 0 for no effect and ±100 for the full control effect
RXFP1 agonist: activates the human relaxin receptor RXFP1 | Q9HBX9 | HEK293T-RXFP1 cAMP TR-FRET, 30 min; response scale: percent of porcine relaxin response, buffer zero | Potency, µM (highest dose often 57.5 µM), for inactives: at the highest dose activation, most hits filed as activators | hit rate 0.3% among 370,000 | AID 2676; also: potency is read from the fitted curve at half-maximal effect; % is scaled to controls: 0 for no effect and ±100 for the full control effect; nearly all actives have a fitted effect of over 60% in size; many of its hits are not listed in these tables
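cAMP rise read by TR-FRET after 30 min, 37C compound exposure (up to 58 uM) in RXFP1-transfected HEK293 cells with Ro 20174 present. EC50 from Hill-equation fits, with 29 nM porcine relaxin as 100% and buffer as basal.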
D2 PAM: positive allosteric modulators of human D2 dopamine receptor; P14416; HEK293 T-REx D2, calcium flux, EC20 dopamine potentiation; potentiation, % at 10 µM; hit rate 0.34% among 340,000;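 active = potentiation over 3 SD above the plate norm, cut at about 30% in these data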; also: 0% is about no effect
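Tetracycline-induced Hek293 Trex D2 cells, force-coupled to calcium, loaded with no-wash calcium dye. Compound added with 180 s kinetic read for agonism, then EC20 dopamine and a further 180 s read for potentiation.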
D1 agonist: activates the human D1 dopamine receptor. hit rate 1% among 360,000. HEK293 T-REx D1 cells, calcium flux, agonist mode. activation, % at 2 µM; in the data active = activation above about 30%; also: 0% is about no effect
Target sequence (P21728 whole entry, looked up): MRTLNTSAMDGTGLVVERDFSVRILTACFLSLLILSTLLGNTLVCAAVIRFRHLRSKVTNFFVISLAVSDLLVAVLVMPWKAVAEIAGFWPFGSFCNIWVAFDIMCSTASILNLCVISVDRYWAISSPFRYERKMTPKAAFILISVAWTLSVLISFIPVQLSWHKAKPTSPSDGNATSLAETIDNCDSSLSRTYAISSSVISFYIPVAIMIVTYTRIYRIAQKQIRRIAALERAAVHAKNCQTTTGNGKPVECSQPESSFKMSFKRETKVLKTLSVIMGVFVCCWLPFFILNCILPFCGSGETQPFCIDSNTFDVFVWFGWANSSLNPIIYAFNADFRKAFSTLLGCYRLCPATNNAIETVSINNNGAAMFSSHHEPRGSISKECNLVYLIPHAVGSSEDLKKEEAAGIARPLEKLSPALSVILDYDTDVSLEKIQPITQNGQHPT
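Tetracycline-induced HEK293 TREx D1 cells, force-coupled to calcium signalling, were dye-loaded with a no-wash calcium kit. Compound was pin-added after a 10 s baseline. Fluorescence was read kinetically at 1 cycle/s for 180 s, with calcium rises flagged as agonism.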
TRHR ag: agonists of human TRH receptor. TRHR cells, calcium flux fluo-8, FDSS agonist mode. activation, % at 2 µM. hit rate 0.18% among 360,000. AID 493084; in the data active = activation above about 30%; also: 0% is about no effect
Target sequence (P34981 whole entry, looked up): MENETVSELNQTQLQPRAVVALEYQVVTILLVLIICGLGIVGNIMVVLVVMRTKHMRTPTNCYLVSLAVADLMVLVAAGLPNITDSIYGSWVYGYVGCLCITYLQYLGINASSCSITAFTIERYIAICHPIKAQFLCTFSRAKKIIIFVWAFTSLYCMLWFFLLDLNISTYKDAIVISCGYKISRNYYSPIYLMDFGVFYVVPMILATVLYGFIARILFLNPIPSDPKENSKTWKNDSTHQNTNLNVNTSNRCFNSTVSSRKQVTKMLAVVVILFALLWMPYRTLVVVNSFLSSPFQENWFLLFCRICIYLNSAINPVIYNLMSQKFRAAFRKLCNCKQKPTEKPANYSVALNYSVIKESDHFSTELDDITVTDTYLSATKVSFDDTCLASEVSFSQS
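Fluo-8-loaded TRHR cells; 10 s baseline, compound added, kinetic Ca2+ fluorescence read 1/s, agonist mode.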
Apoferritin bind: candidate novel general anesthetic via apoferritin binding. P02791. apoferritin/1-aminoanthracene competitive binding, fluorescence. Potency, µM (top dose mostly 77.5 µM), for the others: at the highest dose activity change, negative = displacement, actives largely listed as inhibitors. hit rate 0.074% among 350,000; also: potency is read from the fitted curve at half-maximal effect; % is scaled to controls: 0 for no effect and ±100 for the full control effect; nearly all actives have a fitted effect of over 20% in size
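Probe: 1-aminoanthracene (50% saturated, PBS). Protein: horse-spleen apoferritin, 10 uM. Incubation: 10 min, room temperature. Detection: 380 nm excitation, 535 nm emission. Analysis: normalized response, four-parameter Hill.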
D1 PAM: enhances dopamine response at the human D1 receptor | potentiation, % at 10 µM | P21728 | hit rate 0.036% among 360,000 | AID 504651 | HEK293 TREx D1 cells, calcium flux, dopamine EC20 potentiation; in the data active = potentiation above about 30%; also: 0% is about no effect
D1 antag: antagonists of human D1 dopamine receptor. HEK293 TREx D1 cells, calcium flux, dopamine EC80; stronger effect = lower value. activity change, negative = inhibition, % at 10 µM. hit rate 3.2% among 360,000. AID 504652; in the data active = activity change below about -30%; also: % is scaled to controls: 0 for no effect and ±100 for the full control effect
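Cells carrying a force-coupled, tetracycline-inducible human D1 receptor report calcium flux. Each well gets a 10 s baseline, compound with 180 s monitoring, then an EC80 dopamine stimulus with a second 180 s kinetic read.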
TRHR PAM: allosteric enhancers of human TRH receptor; TRHR cells, fluo-8 calcium fluorescence, EC20 TRH enhancement; enhancement, % at 2 µM; hit rate 0.66% among 360,000; AID 493056; P34981; in the data active = enhancement above about 30%; also: 0% is about no effect
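Enhancer read-out: after compound pinning and an initial kinetic agonist-mode read, an EC20 of TRH (10 nM final) was injected and fluo-8 calcium signal (Ex 480/Em 530) followed at 1 s/cycle for 100 cycles in TRHR-expressing cells.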
* marks the source's active call; other numbers are inactive results; ? = inconclusive; nt = no result given; & = joins results of further samples; [ ] = dose if it differs, or a comment. Unless noted, calls follow the shape of the dose curve; as a rule, active = well fitted curve in the direction sought with a large enough effect; inconclusive = small, poorly fitted or top-dose-only effect, or another doubt; inactive = no such curve, though single readings can be large; an effect the other way counts as inactive or inconclusive. Only part of the results is shown. The share of hits here may be higher or lower than overall.

Below each compound: RXFP1 antag, RXFP1 agonist, D2 PAM, D1 agonist, TRHR ag, Apoferritin bind, D1 PAM, D1 antag, TRHR PAM
- COc1ccccc1CNC(=O)COC(=O)c1ccc(NC(N)=O)cc1
→ 0.4, 2.4%, -10.8, 2.7, -0.1, -9.3%, 1.9, -13.5, -2.8
- CCCCn1nnnc1SCC(=O)Nc1ccc(F)cc1
→ 0.4, 1.6%, -1.3, 1.7, -0.6, -12.9%, -1.2, -0.4, -8.2
- CCc1ccc(S(=O)(=O)c2nnn3c2nc(NCc2cccc(OC)c2)c2cc(Cl)ccc23)cc1
→ -7.1, 0.4%, -1.2, 0.7, 0.1, -18.4%, -1.6, -0.3, -0.9
- COC(CCN(C)C)(c1ccccc1)c1ccccc1
→ -18.9, 1.8%, 8.8, 3.8, 0.5, -8.1%, -7.1, -8.3, 3.7
- O=C(Nc1ccc2nc(SCC(=O)N3CCc4ccccc43)sc2c1)c1ccccc1F
→ nt, 4.3%, nt, -0.4, -1.0, -1.0%, 0.5, 5.7, 5.2
- CCn1cc(/C=N/O)c(C)n1
→ -8.1, 2.4%, -2.2, 1.2, 0.5, 3.5%, -0.9, 19.8, 0.4
- Clc1ccccc1-c1ncc(-c2ccccc2)o1
→ -5.2, 1.1%, 1.4, 0.2, -0.1, ?, 2.5, 1.5, -9.1
- Nc1ccc(C(=O)N/N=C/c2cn(Cc3ccccc3F)c3ccccc23)cc1
→ -3.2, -2.1%, 9.0, 0.8, 0.3, 50.1%[activator], -4.7, -8.2, -1.0
- CCCCn1c(SCc2nc(N)nc(N3CCCCC3)n2)nc2c1c(=O)n(C)c(=O)n2C
→ -8.2, 0.8%, 3.4, 0.3, -0.8, -8.3%, 3.0, -25.5, -3.2
- Cn1c(SCC(=O)N2CCOCC2)ncc(C(=O)Nc2ccccc2)c1=O
→ -4.1, -2.3%, nt, 6.2, 0.3, -9.3%, -1.4, nt, -4.2
- COc1ccccc1NC(=O)CSc1nnc(CNC(=O)c2ccccc2F)o1
→ -3.1, -1.4%, 1.3, 4.2, -1.1, -14.2%, -1.9, 0.2, 2.1
- S=C(NCCCN1CCOCC1)N(Cc1ccccc1)Cc1ccccc1
→ -0.6, 2.3%, -21.9, 5.3, -0.1, -0.8%, 0.1, -11.5, -3.3
- O=C(NC1CCCC1)C1CCN(S(=O)(=O)N2CCCCC2)CC1
→ nt, -1.2%, 9.6, 3.0, 0.5, -4.2%, -3.3, -22.1, -1.6
- Cc1c(NC(=O)Nc2ccc(F)c(Cl)c2)c(=O)n(-c2ccccc2)n1C
→ -8.4, -0.8%, 0.6, 0.1, -0.4, -2.8%, -2.8, -19.5, -6.9
- COc1cc(OC)cc(-c2c(-c3cccs3)c3cc(-c4ccc(OC)c(F)c4)ccc3n2C)c1
→ nt, 4.3%, 12.2, 0.4, -0.3, nt, -1.8, nt, -5.5
- COc1cccc(-c2cc(=O)c3cc(NC(C)=O)ccc3[nH]2)c1
→ nt, 8.0%, 0.2, -3.1, 0.0, 55.5%[activator], -4.7, -10.3, 3.0
- Cc1ccc(CNC(=O)Nc2ccccc2)cc1
→ 1.5, 1.9%, 10.7, 2.4, -1.6, -21.7%, -0.3, -10.9, 0.5
- Cc1ccc(OCC(=O)NNC(=O)C2CCC2)cc1C
→ -3.5, 1.2%, 2.7, 5.2, -0.2, nt, -1.9, -14.0, -14.8
- CC(C)CCNC(=O)C1CCN(C(=O)N2CCOc3ccc(Cl)cc32)CC1
→ -14.0, 0.7%, 1.9, -0.6, -0.1, -7.4%, -4.0, 3.6, -6.6
- Fc1ccc(-c2csc(-c3nc(-c4ccc(Br)s4)cs3)n2)cc1
→ 3.6, 8.1%, -1.9, -0.4, 0.4, -2.7%, 1.1, -14.3, 9.7

Carrying on.
Below each compound: RXFP1 antag, RXFP1 agonist, D2 PAM, D1 agonist, TRHR ag, Apoferritin bind, D1 PAM, D1 antag, TRHR PAM
- C=CCCN(C1CCCC1)S(=O)(=O)c1ccccc1Br
→ nt, 3.5%, -1.8, 3.8, -0.5, -7.9%&-6.2%, -6.2, -29.6, -2.6
- COc1ccccc1N(C)S(=O)(=O)c1ccc(C(=O)Nc2nc(C)cs2)cc1
→ -6.6, -0.9%, 8.9, 2.1, 0.3, -23.7%, -3.3, -10.3, -4.1
- CC1CCC(NC(=O)CCNC(=O)c2ccc(Br)cc2)CC1 (stereo not drawn)
→ -2.9, -0.2%, -1.5, 0.9, -0.2, nt, -6.7, -10.1, -3.4
- CCOc1ccc(C2CC(=O)NC3=C2C(=O)CCC3)cc1Cl (stereo not drawn)
→ -1.5, 0.1%, 3.2, 10.5, -1.7, 4.0%, 2.8, 8.8, -2.3
- COCc1cc(C)nc(SCc2ccc(F)cc2)c1C#N
→ -10.7, 1.7%, 9.3, 10.8, -0.2, -4.4%, -0.9, -18.3, -1.5

Laid out differently: results already given.
structure,RXFP1 antag,RXFP1 agonist,D2 PAM,D1 agonist,TRHR ag,Apoferritin bind,D1 PAM,D1 antag,TRHR PAM
O=C(NC1CCCC1)C1CCN(S(=O)(=O)N2CCCCC2)CC1,nt,-1.2%,9.6,3.0,0.5,-4.2%,-3.3,-22.1,-1.6
Cc1c(NC(=O)Nc2ccc(F)c(Cl)c2)c(=O)n(-c2ccccc2)n1C,-8.4,-0.8%,0.6,0.1,-0.4,-2.8%,-2.8,-19.5,-6.9
COc1cc(OC)cc(-c2c(-c3cccs3)c3cc(-c4ccc(OC)c(F)c4)ccc3n2C)c1,nt,4.3%,12.2,0.4,-0.3,nt,-1.8,nt,-5.5
COc1cccc(-c2cc(=O)c3cc(NC(C)=O)ccc3[nH]2)c1,nt,8.0%,0.2,-3.1,0.0,55.5%[activator],-4.7,-10.3,3.0
Cc1ccc(CNC(=O)Nc2ccccc2)cc1,1.5,1.9%,10.7,2.4,-1.6,-21.7%,-0.3,-10.9,0.5
Cc1ccc(OCC(=O)NNC(=O)C2CCC2)cc1C,-3.5,1.2%,2.7,5.2,-0.2,nt,-1.9,-14.0,-14.8
CC(C)CCNC(=O)C1CCN(C(=O)N2CCOc3ccc(Cl)cc32)CC1,-14.0,0.7%,1.9,-0.6,-0.1,-7.4%,-4.0,3.6,-6.6
Fc1ccc(-c2csc(-c3nc(-c4ccc(Br)s4)cs3)n2)cc1,3.6,8.1%,-1.9,-0.4,0.4,-2.7%,1.1,-14.3,9.7
C=CCCN(C1CCCC1)S(=O)(=O)c1ccccc1Br,nt,3.5%,-1.8,3.8,-0.5,-7.9%&-6.2%,-6.2,-29.6,-2.6
COc1ccccc1N(C)S(=O)(=O)c1ccc(C(=O)Nc2nc(C)cs2)cc1,-6.6,-0.9%,8.9,2.1,0.3,-23.7%,-3.3,-10.3,-4.1
CC1CCC(NC(=O)CCNC(=O)c2ccc(Br)cc2)CC1 (stereo not drawn),-2.9,-0.2%,-1.5,0.9,-0.2,nt,-6.7,-10.1,-3.4
CCOc1ccc(C2CC(=O)NC3=C2C(=O)CCC3)cc1Cl (stereo not drawn),-1.5,0.1%,3.2,10.5,-1.7,4.0%,2.8,8.8,-2.3
COCc1cc(C)nc(SCc2ccc(F)cc2)c1C#N,-10.7,1.7%,9.3,10.8,-0.2,-4.4%,-0.9,-18.3,-1.5
